High-throughput results: PubChem, several laboratories
RmlCD inh 1536: blocks M. tuberculosis RmlC and RmlD coupled enzymes. P9WH09+P9WH11. RmlC+RmlD coupled enzyme assay, percent inhibition; primary screen in compound mixtures. inhibition, % at 3.6 µM. actives 0.03% (n = 160,000). AID 1533; in the data active = inhibition mostly above about 34%, no sharp cut-off; note: some results filed as inactive read as strong as hits
Target sequence (P9WH09 whole entry, looked up): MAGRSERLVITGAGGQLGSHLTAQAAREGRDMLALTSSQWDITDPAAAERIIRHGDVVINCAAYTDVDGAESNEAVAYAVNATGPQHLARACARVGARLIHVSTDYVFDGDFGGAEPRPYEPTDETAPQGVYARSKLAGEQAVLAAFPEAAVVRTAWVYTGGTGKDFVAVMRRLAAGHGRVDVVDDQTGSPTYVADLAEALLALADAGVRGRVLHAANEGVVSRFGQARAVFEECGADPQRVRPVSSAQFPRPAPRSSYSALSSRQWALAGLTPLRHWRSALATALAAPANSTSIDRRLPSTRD
Target sequence (P9WH11 whole entry, looked up): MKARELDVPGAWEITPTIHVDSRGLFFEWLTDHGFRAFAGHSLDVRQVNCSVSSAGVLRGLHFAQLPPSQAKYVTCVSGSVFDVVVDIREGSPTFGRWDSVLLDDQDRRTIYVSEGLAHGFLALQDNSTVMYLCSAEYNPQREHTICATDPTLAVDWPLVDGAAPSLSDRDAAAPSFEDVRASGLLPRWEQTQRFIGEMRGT
M. tuberculosis GlmU: inhibition of mycobacterial GlmU enzyme – biochemical, glucosamine-1-phosphate acetyltransferase (AID 1376); inhibition, %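 (tested at 30 µM in the primary screen)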; hits with a dose series show IC50 in µM; M. tuberculosis GlmU acetyltransferase enzyme assay; higher % means a stronger effect; actives 0.25% (n = 220,000); in the data active = inhibition above about 13%;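 note: 0% = complete reaction with vehicle and 100% = reaction without substrate; strong numbers were not always called active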
Numbers without * were called inactive; / = no result given. This is a subset (hit frequency here may not be typical).

Molecule	RmlCD inh 1536	M. tuberculosis GlmU
COc1cc2[nH]c(=O)n(CCC(=O)NC3CCN(Cc4ccccc4)CC3)c(=O)c2cc1OC	/	1.4%
O=S(=O)(c1cc(Cl)ccc1Cl)N1CCN(Cc2ccc3c(c2)OCO3)CC1	3	-0.5%
COc1cccc(Oc2cn[nH]c2-c2ccc(OC)cc2O)c1	3	-3.4%
O=C(O)CSc1nnnn1-c1ccc2c(c1)OCCO2	10	0.5%
Cc1cc(C)c(C)c(S(=O)(=O)N2CCNCC2)c1C	/	-1.1%
CCc1ccccc1NCC(=O)Nc1ccccc1C(=O)OC	-7	1.4%
Cc1cc(C)cc(N(CC(=O)N/N=C/c2ccncc2)S(=O)(=O)c2ccccc2)c1	-25	6.0%
COc1ccc(-n2cccc2/C=C/[N+](=O)[O-])cc1	8	1.1%
O=C(O)[C@@H]1CCCN1c1ncnc2sc3c(c12)CCC3	/	3.2%
CCN1CCN(C(=O)Cn2cnc3sc(C)c(S(=O)(=O)N4CCN(c5ncccn5)CC4)c3c2=O)CC1	-8	-4.9%
CCCn1c(=O)c(Cc2ccccc2)c(O)c2ccccc21	9	-2.7%
Cc1cc(C)cc(Oc2coc3cc(OC(=O)c4cccs4)ccc3c2=O)c1	-5	-4.3%
Cc1cccc(-c2noc(CN(C(=O)CCc3ccccc3)C(C)C)n2)c1	/	3.1%
COc1ccc(CCNC(=S)Nc2cc(C)cc(C)c2)cc1	-9	-0.9%
CN(C)c1ccc(/C=N/NC(=O)c2ccc(CN3CCOCC3)cc2)cc1Br	6	6.5%
O=C(N/N=C/c1cccc(F)c1)c1csc2c1CCCC2	10	-2.4%
CCCS(=O)(=O)NCc1ccc2c(c1)cc(C)n2C	7	-1.6%
CCOc1c(P(=S)(N(C)C)N(C)C)c(C)nn1-c1ccccc1	/	-2.4%
O=C(NCCc1cn2ccsc2n1)c1cccs1	/	-2.6%
C[C@H](NC(=O)OCc1ccccc1)C(=O)NNC(=O)[C@H](C)NC(=O)OCc1ccccc1	-10	0.4%
Cc1ccc(Cn2c(=O)c3c(nc4n3CCCN4Cc3ccccc3)n(C)c2=O)cc1	-2	2.0%
O=C(NCc1cccnc1)c1ccc(=O)oc1	9	2.5%
COc1ccc(C(=O)NCC(=O)N/N=C(C)\C=C\c2ccccc2)cc1OC	/	0.9%
O=C1NC(=O)C(c2cn(-c3ccccc3)nc2-c2ccc(F)cc2)N1 (centres undefined)	2	1.9%
COc1ccc(Cc2n[nH]c(=S)n2C)cc1Br	11	-2.5%
CCOc1ccc2oc(-c3ccccc3)c(C(=O)N3CCN(CCO)CC3)c2c1	16	0.0%
Cc1ccccc1C(=O)N1CCN(c2ccc(NC(=O)CSc3ccc(Cl)cc3)cc2)CC1	13	0.4%
CO/N=C(\CS(=O)(=O)Cc1ccc(OC)cc1)c1ccc(Cl)cc1	/	-0.7%
CCOC(=O)C1=C(C)NC2=C(C(=O)CCC2)C1c1cn(Cc2ccc(Cl)cc2Cl)nc1-c1ccccc1 (centres undefined)	-1	/
CCn1c(C(=O)N2CCC(C(=O)N3CCC4(CC3)OCCO4)CC2)cc2sccc21	5	-0.3%
Nc1ncnc2c1nc(Br)n2[C@@H]1O[C@@H]2COP(=O)(O)O[C@H]2[C@H]1O	/	-4.6%
COc1ccc(-n2nc3c(c2NC(=O)C2CC2)CS(=O)C3)cc1 (centres undefined)	-3	/
O=C(N/C(=C/c1ccco1)C(=O)N1CCCCC1)c1cccs1	-12	-5.0%
O=C(NCc1nnc(SCC(=O)N2CCCC2)o1)c1ccco1	-8	-2.6%
CSc1nc2c(c(=O)[nH]1)C(c1ccc(F)cc1)CC(=O)N2 (centres undefined)	11	-2.6%
Cc1c2cnn(CC(=O)Nc3c(F)c(F)cc(F)c3F)c(=O)c2c(C)n1Cc1ccccc1F	-8	6.6%
Cc1nnc(SCCC#N)n(CCC#N)c1=O	2	1.6%
CC(=O)N1CCc2ccc(S(=O)(=O)N3CC(C)OC(C)C3)cc21 (centres undefined)	/	0.3%
CC(C)NC(=O)c1ccc(N2CC3CC(C2)c2cccc(=O)n2C3)c([N+](=O)[O-])c1 (centres undefined)	-9	1.8%
O=C(NCc1ccco1)/C(=C/c1cccnc1)NC(=O)c1cccc(Br)c1	8	-1.2%
CCCCC(CCCCl)C(=O)Nc1ccccc1 (centres undefined)	/	-0.4%
CN(Cc1nc(-c2cccnc2)no1)S(=O)(=O)c1ccccc1	17	5.4%
Cc1cc(C(=O)NCC2COc3ccccc3O2)c2ccccc2n1 (centres undefined)	-8	7.8%
COc1ccc(N=Nc2nc(-c3ccccc3)c(-c3ccccc3)[nH]2)cc1	/	-1.5%
CCOC(=O)c1[nH]c2ccc(OC)cc2c1NC(=O)CCN1CCC(C)CC1	-7	6.4%
CC12CCC(C(=O)O)(c3nc(C#N)c(C#N)nc31)C2(C)C (centres undefined)	33	2.0%
Cc1ccc2c(CC(=O)Nc3nc(C)cs3)coc2c1	/	-0.7%
Cc1c(C(=O)N/N=C/c2ccc(N3CCOCC3)cc2)nc2ccccn12	-3	-6.0%
CCc1ccc(NC(=O)Nc2cccs2)cc1	/	-4.3%
CC1CN=C(Nc2ccc(F)c(Cl)c2)S1 (centres undefined)	-5	-2.0%
O=C(CCC1CCCN(C(=O)CC2=CCCCC2)C1)N1CCN(c2ccccn2)CC1 (centres undefined)	-2	-3.5%
CC(C)(C)[C@H]1C=C(C(=O)NCc2ccccc2)O[C@@H](OCc2ccc(CO)cc2)C1	/	-0.1%
O=C(CSCc1c(Cl)cccc1Cl)Nc1ccccc1-c1ccccc1	/	1.0%
Cc1ccc(-c2nnc(N(C)C(=O)C3CCCO3)s2)cn1 (centres undefined)	/	-3.8%
Cc1cccc(C)c1N1CCN(S(=O)(=O)N(C)C)CC1	-15	7.3%
O=C(O)c1ccccc1O	/	-2.4%
CCCSc1nnc(-c2c[nH]c3ccccc23)n1CC	-13	-5.3%
COc1ccc(/C=C(\C#N)C(=O)NCc2cccs2)cc1OC	-7	5.6%
O=C(NCCCN1CCOCC1)c1ccc(Sc2ccccc2Cl)c([N+](=O)[O-])c1	-10	-0.8%
CCc1nnc(NC(=O)CN2C(=O)/C(=C/c3ccc(OC)c(OC)c3)SC2=S)s1	0	-4.7%

Later entries
Molecule	RmlCD inh 1536	M. tuberculosis GlmU
Cn1nc(-c2ccc(Cl)cc2)c2cc(C(=O)N3CCN(c4ccccc4)CC3)sc21	-1	6.3%
COc1ccc(-c2csc3nc(-c4ccccc4)oc(=O)c23)cc1OC	8	3.9%
Cc1ccc(NS(=O)(=O)c2ccc(CCC(=O)NCc3ccccn3)cc2)cc1	-10	6.5%
Cc1cc(C)cc(Nc2nc3c(S(=O)(=O)c4ccccc4)nnn3c3ccccc23)c1	0	4.8%
CCOC(=O)N(C)c1ccc(C(O)(C(=O)OCC)C(F)(F)F)cc1 (centres undefined)	9	6.8%
CC(=O)Nc1ccc(S(=O)(=O)Nc2ccccn2)cc1	-8	1.2%
Cc1ccc(S(=O)(=O)N2CCN(C(=O)CSc3nnnn3C)C2)cc1	/	-4.9%
CCOc1cccc(-c2csc(C3COc4ccccc4O3)n2)c1 (centres undefined)	/	1.5%
C=CCSc1nnc(-c2ccccc2NC(C)=O)c(=O)[nH]1	/	-5.6%
Cc1ccc(NC2c3ncccc3C(=O)N2Cc2cccs2)cc1C (centres undefined)	7	-4.9%
O=C/C(=C\Nc1ccccn1)c1nc2ccccc2o1	/	13%*
Cc1nc(/N=C(\N)NC(=O)N2c3ccccc3Sc3ccccc32)nc2ccccc12	-2	1.1%
CCNC(=O)c1ccccc1NC(=O)c1cccc(S(=O)(=O)N2CCC(C)CC2)c1	9	-3.6%
COc1cc(SC)ccc1C(=O)Nc1ccon1	/	1.3%
COc1ccccc1C(=O)Nc1ncc2c(n1)CC(c1ccco1)CC2=O (centres undefined)	0	-5.0%

Random excerpt: four records from the list
Molecule	RmlCD inh 1536	M. tuberculosis GlmU
COc1cc(SC)ccc1C(=O)Nc1ccon1	/	1.3%
COc1ccc(-c2csc3nc(-c4ccccc4)oc(=O)c23)cc1OC	8	3.9%
CC(=O)Nc1ccc(S(=O)(=O)Nc2ccccn2)cc1	-8	1.2%
COc1ccccc1C(=O)Nc1ncc2c(n1)CC(c1ccco1)CC2=O (centres undefined)	0	-5.0%

Additional entries.
Molecule	RmlCD inh 1536	M. tuberculosis GlmU
COc1ccc(-n2nnnc2SCC(=O)N2CCCc3ccccc32)cc1OC	/	6.0%
O=C(CN(c1ccccn1)S(=O)(=O)c1ccccc1)Nc1ccccc1	28	/
Brc1ccc(CSc2ncn[nH]2)cc1	-10	-1.5%
CC(=O)Nc1nc(CC(=O)c2ccccc2)cs1	/	-6.1%
O=C(Nc1ccc(-c2nc3ccccc3[nH]2)cc1)c1ccc(N2C(=O)CCC2=O)cc1	-1	-0.8%
COc1ccc(CNc2nc3ccccc3n2CCN2CCOCC2)cc1	/	4.0%
O=C(c1cnn2c(C(F)(F)F)cc(-c3ccccc3)nc12)N1CCC2(CC1)OCCO2	/	2.6%
Cc1sc(NC(=S)NC(=O)c2ccc(C(C)(C)C)cc2)c(C#N)c1C	22	-0.3%
Cc1ccc(S(=O)(=O)NCC(=O)N(CCc2ccccc2)CC(=O)NCc2ccco2)cc1	13	-1.6%
CC1(C)C(=O)Nc2ccccc2N1C(=O)CN1C(=O)c2ccccc2C1=O	10	3.9%
Cc1ccc2nc(N3CCN(C(=O)c4cccs4)CC3)c(C#N)cc2c1	-6	-1.0%
COc1cc(NC(=O)COc2ccc(-n3cnnn3)cc2)c(OC)cc1Cl	-9	2.3%
O=C(Nc1ccccc1NC(=O)C1CCCO1)c1ccco1 (centres undefined)	9	11%
CCCCOC(=O)CSc1nnc(N)s1	6	4.3%
C[C@@H](C(=O)N1CCNCC1)n1cc(CCCN=C(N)N)nn1	/	0.4%
Cc1nn(-c2ccccc2)c2sc(C(=O)N(CC(=O)NC(C)(C)C)Cc3ccco3)cc12	6	-3.5%
CN(C)S(=O)(=O)c1ccc(NC(=O)N2CCOCC2)cc1	9	-0.4%
COc1cc(C2=NOC(C(=O)NCc3ccco3)C2)cc(OC)c1OC (centres undefined)	-10	3.1%
COC(=O)CN1C(=O)N/C(=C/c2cc(OC)c(OC)cc2C)C1=O	1	2.7%
CCN1C(=O)S/C(=C\c2ccc(N3CCOCC3)cc2C)C1=O	13	-1.4%
Cc1nn(Cc2ccc(Cl)cc2)c(C)c1NC(=O)C(c1ccccc1)c1ccccc1	8	0.2%
O=C(C/C=N\OCc1ccc([N+](=O)[O-])cc1)Nc1ccccc1	1	-4.3%
O=C(O)CCCC(=O)N1CCC(C(O)(c2ccccc2)c2ccccc2)CC1	4	2.6%
CC1(C(=O)CSc2ncn[nH]2)CCC(=O)O1 (centres undefined)	-10	-0.3%
O=C(OCCN1C(=O)c2cccc3c(N4CCOCC4)ccc(c23)C1=O)c1cc(Cl)cc(Cl)c1	5	-4.9%
COC(=O)CSc1nc2ccc(NC(=O)CSc3nnnn3Cc3ccccc3)cc2s1	-8	-2.8%
CCCc1nc(NCc2ccccc2)c(C#N)c2c1CCCC2	5	7.1%
COc1ccccc1NC(=O)Cc1noc(CN(C)Cc2cccs2)n1	-5	3.9%
CN(C)S(=O)(=O)c1ccc(N=Cc2c(C(F)(F)F)[nH]n(C)c2=O)cc1	14	-4.6%
Cc1ccc(NS(=O)(=O)c2cccc(C(=O)NN3CCOCC3)c2)cc1	-10	4.5%
CC(=O)Nc1ccc(S(=O)(=O)n2nc(C)cc2C)cc1	11	2.5%
Nc1cc(S(=O)(=O)O)cc([N+](=O)[O-])c1O	1	22%
O=C(N/N=C/c1ccc(Cl)c([N+](=O)[O-])c1)c1ccc2nc[nH]c2c1	/	0.9%
CCCc1sc(N/N=C/c2ccccn2)nc1-c1ccc(F)cc1	/	3.8%
COC(=O)c1ccccc1NC(=O)Nc1cccc(C)n1	3	1.3%
CCOC(=O)c1ccc(NC(=O)CSc2nc(C)nc3c2c(=O)n(C)c(=O)n3C)cc1	-13	-4.4%
O=C(Cc1c[nH]c2ccccc12)OCC(=O)c1ccccc1	13	3.2%
CN(CC(=O)Nc1c(Cl)cccc1Cl)C(=O)CCCN1C(=O)c2ccccc2C1=O	/	-0.2%
O=C(COc1cccnc1[N+](=O)[O-])Nc1ccc(Cl)c(S(=O)(=O)N2CCOCC2)c1	3	/
CC(=O)NN1C(=O)c2ccc(Oc3cccc([N+](=O)[O-])c3)cc2C1=O	3	-1.9%
COc1ccc(NS(=O)(=O)c2cc(N/C(=N\S(=O)(=O)c3ccccc3)c3ccc(F)cc3)ccc2Cl)cc1	-11	-1.5%
CCOC(=O)C1(Cc2ccccc2)CCN(Cc2cccc3nccnc23)CC1	-10	-4.4%
CNC(=O)CCCc1nc(-c2ccccc2Cl)no1	-7	0.2%

Nothing new here: entries from further up.
Molecule	RmlCD inh 1536	M. tuberculosis GlmU
CC(=O)Nc1ccc(S(=O)(=O)n2nc(C)cc2C)cc1	11	2.5%
Nc1cc(S(=O)(=O)O)cc([N+](=O)[O-])c1O	1	22%
O=C(N/N=C/c1ccc(Cl)c([N+](=O)[O-])c1)c1ccc2nc[nH]c2c1	/	0.9%
